CCT chaperon mod: High-Throughput Screening for Modulators of Cytosolic Chaperonin Activity. 360,000 compounds, 0.3% hits. activity change, % (no concentration beside the values), hits read low. purified chaperonin ATPase assay, HTRF ADP detection, 30 min; in the data active = activity change below about -30%; also: % is scaled to controls: 0 for no effect and ±100 for the full control effect
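First, chaperonin was dispensed at 40 nM or 20 nM final depending on batch activity. Next, compounds were pinned at 76 uM and ATP added at 10 uM. After 30 min at 37 °C, ADP detection reagents ran 30 min at ambient temperature.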
PLK1 PBD inh: qHTS for Inhibitors of PLK1-PDB (polo-like kinase 1 - polo-box domain): Primary Screen | Serine/threonine-protein kinase PLK1 (Homo sapiens), P53350 | Plk1 PBD binding of FITC phosphopeptide, fluorescence polarization | Potency, µM, inactives show max response, negative = inhibition, hits mostly inhibitors | 360,000 compounds, 2.8% hits | AID 720504, 2013; also: potency is read from the fitted curve at half-maximal effect; series mostly up to about 57 µM; % is scaled to controls: 0 for no effect and ±100 for the full control effect; nearly all actives have a fitted effect of over 65% in size
IL2 activator: qHTS of IL-2 Activators; IL-2 activation reporter assay, cell-based qHTS; stimulated with anti-CD3/CD4/CD28 beads; in transgenic mouse T cells; activation, % (series mostly up to about 46 µM); 360,000 compounds, 0.065% hits; in the data active = activation above about 50%; inconclusive = mostly about 30% to 49%; also: 0% is about no effect
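Screening format: compound pinned onto unstimulated transgenic mouse T cells, 60 min incubation, then anti-CD3/anti-CD4/anti-CD28 bead stimulation for 18 hours at 37 degrees C, followed by EGFP and DsRed detection.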
PI5P4Ka inh: qHTS for Inhibitors of phosphatidylinositol 5-phosphate 4-kinase (PI5P4K); Phosphatidylinositol 5-phosphate 4-kinase type-2 alpha (Homo sapiens), P48426; PI5P4Kalpha enzyme, ADP-Glo luminescence, 60 min; hits give low values; max response, %; 330,000 compounds, 1.2% hits; active = max response of -50% or lower; inconclusive = between -30% and -50%; inactive = -30% or higher; also: value at the top dose of about 77 µM; % is scaled to controls: 0 for no effect and ±100 for the full control effect
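Compounds were pin-transferred onto PI5P4Kalpha and substrate in HEPES pH 7.4 buffer with EGTA, CHAPS and 5% DMSO. ATP (5 microM final) started the reaction, which ran 60 minutes at room temperature before ADP-Glo detection.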
EPAC1 antagonist: qHTS for Antagonist of cAMP-regulated guanine nucleotide exchange factor 3 (EPAC1): primary screen; 360,000 compounds, 0.14% hits; Rap guanine nucleotide exchange factor 3 (Homo sapiens), O95398; AID 720709, 2013; EPAC1 GEF assay, Rap1b-BODIPY-GDP exchange fluorescence; Potency, µM (doses to about 115 µM), inactives show top-dose activity change, negative = inhibition, usual class: inhibitors;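 also: potency is read from the fitted curve at half-maximal effect; plate controls were vehicle for no effect and positive control for full effect; nearly all actives have a fitted effect of over 50% in size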
EPAC2 ag: qHTS for Agonist of cAMP-regulated guanine nucleotide exchange factor 4 (EPAC2): primary screen; Rap guanine nucleotide exchange factor 4 (Homo sapiens), Q8WZA2; EPAC2 activation, biochemical qHTS; response scale: 100% = 6.5 mM cAMP response; Potency, µM (titrated, usually from 154 µM), without a hit: at the top dose activation, usual class: activators; 360,000 compounds, 0.079% hits; AID 720711, 2013; also: potency is read from the fitted curve at half-maximal effect; nearly all actives have a fitted effect of over 50% in size
Target sequence (Q8WZA2 whole entry, looked up): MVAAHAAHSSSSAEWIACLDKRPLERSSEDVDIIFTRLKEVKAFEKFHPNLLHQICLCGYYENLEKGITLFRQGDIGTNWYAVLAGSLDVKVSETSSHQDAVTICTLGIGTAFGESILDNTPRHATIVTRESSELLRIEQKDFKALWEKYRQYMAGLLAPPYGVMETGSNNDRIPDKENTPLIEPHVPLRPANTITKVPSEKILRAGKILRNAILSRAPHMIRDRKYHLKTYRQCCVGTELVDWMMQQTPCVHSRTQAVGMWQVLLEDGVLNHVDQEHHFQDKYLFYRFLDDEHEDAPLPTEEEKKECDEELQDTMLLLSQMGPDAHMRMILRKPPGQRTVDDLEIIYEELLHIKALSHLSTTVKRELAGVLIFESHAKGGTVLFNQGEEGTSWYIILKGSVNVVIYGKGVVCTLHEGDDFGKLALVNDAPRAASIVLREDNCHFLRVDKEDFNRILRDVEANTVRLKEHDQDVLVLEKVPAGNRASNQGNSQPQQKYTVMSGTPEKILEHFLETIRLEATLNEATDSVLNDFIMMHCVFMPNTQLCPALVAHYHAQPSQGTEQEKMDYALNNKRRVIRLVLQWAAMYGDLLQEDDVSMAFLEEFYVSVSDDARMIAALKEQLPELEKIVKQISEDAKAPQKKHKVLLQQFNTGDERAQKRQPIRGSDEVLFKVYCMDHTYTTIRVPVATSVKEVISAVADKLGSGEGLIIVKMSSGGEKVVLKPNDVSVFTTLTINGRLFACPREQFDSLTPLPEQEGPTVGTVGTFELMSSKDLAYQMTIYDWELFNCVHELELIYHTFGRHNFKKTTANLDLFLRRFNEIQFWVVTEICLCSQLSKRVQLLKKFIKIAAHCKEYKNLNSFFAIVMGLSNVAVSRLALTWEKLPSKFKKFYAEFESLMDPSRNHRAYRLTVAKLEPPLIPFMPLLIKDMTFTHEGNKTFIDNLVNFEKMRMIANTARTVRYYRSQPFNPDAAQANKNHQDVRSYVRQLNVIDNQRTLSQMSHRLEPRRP
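Compounds were titrated in qHTS against a Rap1B-BODIPY-GDP (250 nM) complex with EPAC2 (100 nM) and GDP (50 uM). BODIPY-GDP release tracked at 480/540 nm over 30 min at room temperature, normalized to 6.5 mM cAMP.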
WRN helicase inh: qHTS for Inhibitors of WRN Helicase | WRN helicase unwinding, fluorescent forked duplex, kinetic | 360,000 compounds, 0.46% hits | Bifunctional 3'-5' exonuclease/ATP-dependent helicase WRN (Homo sapiens), Q14191 | AID 651768, 2012 | Potency, µM (doses to about 114 µM), for the others: top-dose activity change, negative = inhibition, actives largely listed as inhibitors; also: potency is read from the fitted curve at half-maximal effect; % is scaled to controls: 0 for no effect and ±100 for the full control effect; nearly all actives have a fitted effect of over 55% in size
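Kinetic fluorescence helicase assay: unwinding of a quenched forked DNA duplex (100 nM final) with 2 mM ATP final raises red fluorescence (525/598 nm). Compounds sat 15 min at room temperature with 20 nM WRN beforehand.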
EPAC1 agonist: qHTS for Agonist of cAMP-regulated guanine nucleotide exchange factor 3 (EPAC1): primary screen; Rap guanine nucleotide exchange factor 3 (Homo sapiens), O95398; EPAC1 agonist qHTS, biochemical assay; response scale: 100% = response to 6.5 mM cAMP; Potency, µM (top dose mostly 154 µM), without a hit: at the highest dose activation, usual class: activators; 360,000 compounds, 0.073% hits; AID 720707, 2013; also: potency is read from the fitted curve at half-maximal effect; nearly all actives have a fitted effect of over 60% in size
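Nucleotide exchange by EPAC1 (100 nM) on Rap1B–BODIPY-GDP (250 nM) in the presence of 50 uM GDP is tracked fluorescently at 480/540 nm over 30 min. Signals are normalized to a 6.5 mM cAMP control.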
An asterisk follows results filed as active; ? = inconclusive; · = not tested or not shown; [ ] = dose if it differs, or a comment. Unless noted, calls follow the shape of the dose curve; as a rule, active = well fitted curve in the direction sought with a large enough effect; inconclusive = small, poorly fitted or top-dose-only effect, or another doubt; inactive = no such curve, though single readings can be large; an effect the other way counts as inactive or inconclusive. An excerpt; rates above refer to the full screens.

SMILES	CCT chaperon mod	PLK1 PBD inh	IL2 activator	PI5P4Ka inh	EPAC1 antagonist	EPAC2 ag	WRN helicase inh	EPAC1 agonist
Cc1cn(C2CC3OCC3O2)c(=O)[nH]c1=O (stereo not drawn)	-2.2	-3%	-0.2	5	9%	1%	13%	-3%
Cc1cc(OCCN2CCOCC2)ccc1Cl	-1.9	-10%	-1.6	-6	-24%	5%	-5%	4%
O=C(CCCN1C(=O)/C(=C/c2ccccc2Cl)SC1=S)NNC(=O)c1ccccc1Cl	-0.4	-1%	1.7	4	18%	11%	-14%	0%
CC(c1ccc2c(c1)OCO2)n1c(=S)[nH]c2ccccc2c1=O (stereo not drawn)	-0.7	-1%	0.9	-9	-13%	9%	-8%	3%
COC(=O)C1(Cc2ccccc2)NC(c2ccc(F)cc2)C2C(=O)N(C)C(=O)C21 (stereo not drawn)	-1.3	-2%	-0.3	2	11%	7.9µM*	10%	-8%
COc1cccc(-c2cnc3c(NC=O)cc(-c4cc(OC)c(OC)c(OC)c4)cn23)c1	1.3	-10%	-0.6	-1	-13%	0%	?	5%
Cc1cc(C)cc(N(CCC#N)C(=O)COC(=O)CCc2c[nH]c3ccccc23)c1	-0.4	5%	-4.5	7	-5%	1%	-9%	9%
CN(C)c1cc[n+](CC(=O)c2ccc(Br)cc2)cc1	-0.6	-10%	-3.6	-11	-10%	7%	?	-2%
CCN(CC)C(=O)CSc1nc2ccccc2c(=O)n1CC	0.2	-2%	1.5	-9	-3%	16%	-4%	4%
O=C(C1CCCO1)N1CCN(S(=O)(=O)c2ccc(Cl)cc2)CC1 (stereo not drawn)	-2.8	-3%	-2.7	6	-4%	1%	-21%	-2%
CCOC(=O)N1CCC(NC(=O)C2CCCCN2S(=O)(=O)c2ccc(F)cc2)CC1 (stereo not drawn)	-0.9	-5%	-1.3	-4	3%	0%	0%	-4%
CCOC(=O)CSc1nncc2ccc(OC)c(OC)c12	1.2	-7%	-2.6	·	17%	1%	12%	8%
Cn1c(Cn2c(=O)sc3ccccc32)nnc1SCC(=O)Nc1ccc(F)cc1	2.1	-11%	-0.3	0	-20%	5%	5%	-9%
N#Cc1ccc(C(c2nnnn2C2CCCC2)N2CCC(Cc3ccccc3)CC2)cc1 (stereo not drawn)	-2.4	-1%	-2.2	·	7%	8%	5%	5%
O=C1C2C(c3ccccc3)CC=CC2[C@H](c2cccc([N+](=O)[O-])c2)N1Cc1ccccc1 (stereo partly drawn)	-0.6	-6%	-0.2	-4	-4%	10%	2%	-5%
CC1Cc2ccccc2N1C(=O)COC(=O)Cc1ccc(F)cc1 (stereo not drawn)	0.6	-5%	-5.7	0	4%	7%	0%	2%
O=S(=O)(c1ccccc1)N(CC(O)Cn1c2ccccc2c2ccccc21)c1ccccc1 (stereo not drawn)	-1.9	-8%	-0.2	2	-18%	-1%	-26%	23%
CCOC(=O)c1cc2c(=O)n3ccccc3nc2n(CC(C)C)c1=NC(=O)c1ccco1	-1.0	-8%	-1.3	·	-1%	4%	7%	9%
CCOC(=O)c1sc(NC(=O)C2=COCCO2)c(C#N)c1C	4.3	27µM*	-0.6	-4	5%	-1%	-18%	-28%
CCOC(=O)C1=C(CC)Nc2ccccc2N/C1=N\S(=O)(=O)c1cc(Br)ccc1Br	1.4	21µM*	3.4	-27	-16%	3%	-21%	12%
O=C(Nc1cc(Cl)ccc1N1CCOCC1)c1ccncc1	-0.1	-4%	2.1	-4	13%	3%	0%	-7%
COc1ccccc1OCc1ccc(C(=O)Nc2ccccc2F)cc1	-1.2	0%	-2.7	-3	15%	-1%	1%	-6%
Cc1cc([N+](=O)[O-])nn1CC(=O)Nc1nc2ccccc2s1	-1.8	-5%	-1.3	-4	1%	-1%	0%	-1%
CCCCNC(=O)CCCCCNS(=O)(=O)c1ccc(OC)cc1	-41*	-8%	-1.0	·	-10%	11%	5%	5%
CN(C)/C=C/C(=O)c1ccc(Oc2ccccc2)cc1	1.6	-12%	-2.1	?	-10%	11%	-19%	-1%
c1ccc(-c2c[n+]3c(n2-c2ccccc2)CCC3)cc1	2.3	3%	0.2	2	-7%	3%	8%	-8%
Cc1cccc(C)c1-n1nnnc1SCC(=O)c1c(N)n(C2CC2)c(=O)[nH]c1=O	0.7	2%	1.5	1	10%	-3%	6%	-2%
C/C(=N\OC(=O)c1ccc(Cl)c(Cl)c1)c1sc(C)nc1C	0.6	-3%	-2.2	17	23%	-4%	-9%[57.1 µM]	-3%
Cc1cc(C)n2c(Nc3ccc4c(c3)OCCO4)c(C3CC3)nc2n1	-0.2	-5%	0.1	0	-2%	14%	2%	5%
Cc1ccc(NC(=S)N/N=C2/CCCCc3ccccc32)cc1	1.3	-26%	0.8	1	-16%	-4%	-7%	7%

Reprinted from above, five compounds:
SMILES	CCT chaperon mod	PLK1 PBD inh	IL2 activator	PI5P4Ka inh	EPAC1 antagonist	EPAC2 ag	WRN helicase inh	EPAC1 agonist
Cc1cn(C2CC3OCC3O2)c(=O)[nH]c1=O (stereo not drawn)	-2.2	-3%	-0.2	5	9%	1%	13%	-3%
Cc1cc(OCCN2CCOCC2)ccc1Cl	-1.9	-10%	-1.6	-6	-24%	5%	-5%	4%
O=C(CCCN1C(=O)/C(=C/c2ccccc2Cl)SC1=S)NNC(=O)c1ccccc1Cl	-0.4	-1%	1.7	4	18%	11%	-14%	0%
CC(c1ccc2c(c1)OCO2)n1c(=S)[nH]c2ccccc2c1=O (stereo not drawn)	-0.7	-1%	0.9	-9	-13%	9%	-8%	3%
COC(=O)C1(Cc2ccccc2)NC(c2ccc(F)cc2)C2C(=O)N(C)C(=O)C21 (stereo not drawn)	-1.3	-2%	-0.3	2	11%	7.9µM*	10%	-8%

Next results.
SMILES	CCT chaperon mod	PLK1 PBD inh	IL2 activator	PI5P4Ka inh	EPAC1 antagonist	EPAC2 ag	WRN helicase inh	EPAC1 agonist
Cc1cccc2c1N(CC(=O)OC(C)C)C(=O)C2=O	-0.3	6%	-1.0	6	-10%	12%	-8%	-4%
NC(=O)C1CCN(C(=O)c2cccc(CN3C(=O)c4ccccc4C3=O)c2)CC1	0.8	-4%	0.6	-8	-12%	3%	-31%	-8%
CCN1CCN(C(=O)CCCCCn2c(=O)[nH]c3cc(C(=O)OC)ccc3c2=O)CC1	-3.2	-8%	-2.2	·	14%	0%	4%	15%
c1csc(-c2nc3c4ccccc4c4ccccc4c3[nH]2)c1	-3.2	-10%	0.0	-9	-19%	7%	-29%	11%
CCc1nc(NCC2CCCO2)c2oc3ccccc3c2n1 (stereo not drawn)	-0.9	-7%	-0.4	1	-8%	4%	-2%	15%
CCc1ccc(CN(C)C(=O)CCc2nnc(-c3ccc(-c4ccccc4)cc3)o2)nc1	-1.7	-7%	-0.7	-4	-12%	8%	-9%	9%
COc1ccc(Br)cc1/C=N/N1C(=O)CSC1=S	1.1	-24%	-3.1	?	?	5%	-17%	5%
CC1CN(c2nc(-c3ccc(Br)cc3)nnc2-c2ccccc2)CC(C)N1 (stereo not drawn)	-2.5	0%	-0.7	-4	-9%	-5%	5%	-2%
O=C(c1ccccc1Cl)N1CCC(N2CCC(C(=O)N3CCCC3)CC2)CC1	0.7	?	-0.2	4	12%	6%	-3%	-10%
COc1ccc(-c2cnnn2-c2ccc(NC(=O)c3ccc(S(=O)(=O)N4CCCCC4)cc3)cc2)cc1OC	3.5	-20%	-3.0	4	-9%	18%	7%	11%
Cc1ccccc1OCC(=O)N(Cc1ccc(N(C)C)cc1)C1CCS(=O)(=O)C1 (stereo not drawn)	1.3	-9%	-1.0	·	9%	4%	-29%	11%
Fc1ccc(Oc2cnns2)cc1	-1.9	0%	-2.9	1	10%	3%	0%	10%
COc1ccccc1-c1nnc(SCC(=O)Nc2nc(-c3ccccc3)cs2)n1C	1.1	-10%	2.6	-6	-3%	12%	-9%	13%
Cc1ccc(NC(=O)Nc2ccc(S(N)(=O)=O)cc2)cc1	-5.3	-7%	1.2	-3	-7%	3%	-1%	7%
Cc1ccc(C(=O)N(CN2CCCC2=O)c2ccccc2)cc1	2.8	-4%	0.1	-6	-28%	-1%	-8%	9%
O=c1nc(-c2ccccc2)cc(C(F)(F)F)[nH]1	-4.8	-7%	-1.4	·	2%	5%	-10%	-1%
COc1cccc(/C=N/NC(=O)c2ccc(-c3ccccc3)cc2)c1O	1.1	-6%	-2.6	5	3%	1%	-19%	2%
O=c1c2ccccc2sc2ccccc12	-35*	-4%	-0.4	7	4%	1%	?	13%
COc1ccc(OC(C)C(=O)NC2CC(C)(C)NC(C)(C)C2)cc1 (stereo not drawn)	-2.0	-2%	-0.7	0	-4%	-4%	-1%	4%
Cc1ccc(C)c(CSc2nnc([C@@H]3CCCN3)o2)c1	-0.3	-19%	-0.5	2	18%	4%	14%	11%
Cc1ccccc1C(=O)OCC(=O)Nc1cccc(S(=O)(=O)NC2=NCCC2)c1	0.3	3%	1.5	-1	-2%	2%	-3%	-3%
Cc1c(C)c2ccc(OCC(=O)N(C)C)c(C)c2oc1=O	0.7	-15%	-2.0	-2	1%	-7%	4%	-2%
CCOc1ccccc1N(C(=O)c1snc(C(N)=O)c1N)C(C(=O)NC1CCCC1)c1ccco1 (stereo not drawn)	0.6	-5%	-0.1	-2	-30%	-2%	-1%	2%
CCOc1ccc(-c2cc(C(=O)N/N=C(\C)c3cccnc3)c3ccccc3n2)cc1	0.9	-4%	0.4	1	-24%	5%	8%	-6%
CC(=O)c1c(C)[nH]c(C(=O)OCC(=O)Nc2ccc(C)cc2[N+](=O)[O-])c1C	-1.8	-23%	-0.8	0	?	0%	-10%	-3%
CN(Cc1ccccc1Cl)C(=O)C1CCC(=O)N(C2CCCCCC2)C1 (stereo not drawn)	0.0	-5%	5.2	9	12%	0%	-3%	-2%

Screening results from PubChem.
